Dengue inhibitors: Dengue virus cytopathic effect inhibitors, cell-based, CPE readout, HTS (AID 540333); actives 3.1% (n = 10,000); Dengue virus CPE inhibition in host cells; stronger effect = higher value; CPE inhibition, % at 20 µM; in the data active means CPE inhibition mostly above about 9.1%, no sharp cut-off; inactive means mostly below about 7.2%
* = called active by the depositor; i = inactive.

| canonical_smiles | Dengue inhibitors |
| --- | --- |
| Cc1ccc(-c2csc(NC(CO)c3nc4ccccc4n3CCOCCO)n2)cc1 (stereo not drawn) | 0.6 |
| O=C(NCc1ccccc1)C1=C[C@H](c2ccccc2)C[C@H](OCc2ccc(CO)cc2)O1 | 1.8 |
| Cc1ccc(S(=O)(=O)N(C)c2c(C)ccc(S(=O)(=O)N3CCN(C)CC3)c2C)cc1 | i |
| O=C(COC(=O)CCc1ccc(S(=O)(=O)N2CCOCC2)cc1)NC1CCCC1 | 0.0 |
| CCOCC(O)CNc1ccccc1 (stereo not drawn) | i |
| CS(=O)(=O)N1CCN(c2ccc([N+](=O)[O-])c(NCc3ccc(Cl)cc3)c2)CC1 | 1.2 |
| CCOc1ccc(CNC(=O)c2ccc(Sc3ccc(Cl)cc3)c(NC(C)=O)c2)cc1OC | 0.3 |
| CC(=O)Nc1cc(C(=O)N2CCc3ccccc3C2)ccc1Sc1ccc(Cl)cc1 | 1.4 |
| O=S(=O)(c1ccc(Cl)cc1)N1CCN(c2nc(-c3cccs3)nc3ccccc23)CC1 | i |
| Cc1ccc(NC(=O)CSc2n[nH]c(=O)n2C2CC2)cc1S(=O)(=O)N1CCOCC1 | 0.6 |
| Cc1ccc(-c2cn3cccnc3n2)cc1NC(=O)c1cccs1 | 0.8 |
| CC(C)(C)C1CCc2c(sc(NC(=O)C3CC=CCC3C(=O)O)c2C#N)C1 (stereo not drawn) | i |
| O=C1c2ccccc2C(=O)c2cc(S(=O)(=O)Nc3ccccc3)ccc21 | 0.0 |
| CCSc1nc(=S)n(Cc2ccccc2)c(C)c1C(C)=O | 1.5 |
| CCCCNC(=S)NNC(=O)c1ccc2c(c1)OCO2 | 0.4 |
| COc1cc(C(C)=O)ccc1COc1ccc(C(=O)OCC(=O)NC2CCS(=O)(=O)C2)cc1OC (stereo not drawn) | i |
| Cc1cc(C)c2c(c1)[C@@H]1C=CC[C@@H]1[C@H](c1ccc(S(=O)(=O)N3CCOCC3)cc1)N2 | i |
| O=C1N=C(N2CCN(c3ccccc3)CC2)SC1Cc1ccccc1 (stereo not drawn) | i |
| CCOC(=O)C1=C(C)N=c2s/c(=C\c3ccc(OC(C)=O)cc3)c(=O)n2C1/C=C/c1ccccc1 (stereo not drawn) | i |
| CC1(C)CC(C(CCN(Cc2ccccc2)C(=O)c2ccco2)c2ccc(F)cc2)CCO1 (stereo not drawn) | i |
| COc1ccccc1OCCCOc1c(C)cc(C)cc1Br | 0.9 |
| O=C1C2C3CCC(C3)C2C(=O)N1Cc1ccco1 (stereo not drawn) | i |
| CC(=O)NN1C(=O)/C(=C\c2ccc(Br)o2)SC1=S | 0.4 |
| Cc1ccc(N2C(=O)c3ccc(C(=O)O)cc3C2=O)c(C)c1 | 0.8 |
| CCOc1ccc(/C=N/NC(=O)c2ccccc2NC(=O)c2ccc(OC)cc2)cc1 | 3.1 |
| Cc1ccc(-c2c[n+](Cc3ccc(Cl)c(Cl)c3)c3n2CCC3)cc1 | i |
| CCC/C(=C1/c2ccccc2C(=O)N1c1ccccc1)c1ccc2c(c1)OCO2 | 3.2 |
| Cc1ccc(C)c(OCC(O)CN2CCN(CCN3C(=O)c4cccc5cccc(c45)C3=O)CC2)c1 (stereo not drawn) | i |
| COc1cccc(N(CC(=O)N/N=C(\C)c2cccs2)S(C)(=O)=O)c1 | i |
| Cc1cc(C)n(CC(O)CN(c2ccccc2)S(=O)(=O)c2ccc3ccccc3c2)n1 (stereo not drawn) | 0.1 |

Rewritten field by field: part of the list above
> CC(=O)NN1C(=O)/C(=C\c2ccc(Br)o2)SC1=S
  Dengue inhibitors = 0.4

> Cc1ccc(N2C(=O)c3ccc(C(=O)O)cc3C2=O)c(C)c1
  Dengue inhibitors = 0.8

> CCOc1ccc(/C=N/NC(=O)c2ccccc2NC(=O)c2ccc(OC)cc2)cc1
  Dengue inhibitors = 3.1

> Cc1ccc(-c2c[n+](Cc3ccc(Cl)c(Cl)c3)c3n2CCC3)cc1
  Dengue inhibitors = i

(more compounds)
| canonical_smiles | Dengue inhibitors |
| --- | --- |
| O=S(=O)(c1ccc2ccccc2c1)N1CCN(C(=S)Nc2ccc(F)cc2)CC1 | 26* |
| Fc1cc(F)c2nc(Nc3nc4c(F)cccc4s3)sc2c1 | 2.8 |
| COc1cc(NC(=S)Nc2ccc(Br)cc2Cl)c(OC)cc1Cl | 4.0 |
| CCn1c2ccccc2c2cc(NC(=O)COC(=O)c3ccccc3Br)ccc21 | 1.8 |
| O=[N+]([O-])c1cnc(N2CCCCC2)c([N+](=O)[O-])c1 | i |
| COc1ccc(Nc2ccc(N3C(=O)CCCC3=O)cc2[N+](=O)[O-])c(OC)c1 | i |
| S=C(c1ccc(-c2cc(Cl)ccc2Cl)o1)N1CCCCC1 | 1.0 |
| O=C(CSCC(=O)NC1CCCC1)Nc1ccccc1 | i |
| COc1cc(/C=C/c2nc(-c3ccccc3O)n[nH]2)cc(OC)c1OC | i |
| O=C1NC(=S)N(c2cccc(Cl)c2)C12CCCCC2 | 0.3 |
| Cc1ccc(NC(=O)CSc2nccn2C)cc1S(=O)(=O)N1CCOCC1 | 0.2 |
| CC(C)CCNC(=O)C(=O)NCCC1=CCCCC1 | 0.4 |
| O=C(CSC1=NCCS1)NC(c1ccccc1)c1ccccc1 | i |
| Nc1nonc1C(=O)NCCNS(=O)(=O)c1ccc(F)cc1 | i |

Among those listed so far, these have an aryl thioether with sulfur outside any ring.
| canonical_smiles | Dengue inhibitors |
| --- | --- |
| CCOc1ccc(CNC(=O)c2ccc(Sc3ccc(Cl)cc3)c(NC(C)=O)c2)cc1OC | 0.3 |
| CC(=O)Nc1cc(C(=O)N2CCc3ccccc3C2)ccc1Sc1ccc(Cl)cc1 | 1.4 |
| Cc1ccc(NC(=O)CSc2n[nH]c(=O)n2C2CC2)cc1S(=O)(=O)N1CCOCC1 | 0.6 |
| CCSc1nc(=S)n(Cc2ccccc2)c(C)c1C(C)=O | 1.5 |
| Cc1ccc(NC(=O)CSc2nccn2C)cc1S(=O)(=O)N1CCOCC1 | 0.2 |

An excerpt, so the mix of outcomes need not match the whole.
